Screens: PubChem, National Center for Advancing Translational Sciences (NCATS)
ATXN viability – Viability Counterscreen for Primary qHTS for Inhibitors of ATXN expression. S2 cells (HEK-293 line with an ATXN2-luciferase reporter) viability, CellTiter-Fluor protease fluorescence, 24 h. Potency, µM (titrated, usually from 56.7 µM), most hits filed as cytotoxic. hit rate 0.49% among 400,000; also: potency is read from the fitted curve at half-maximal effect; nearly all actives have a fitted effect of over 40% in size
ATXN2 expr inh – Primary qHTS for Inhibitors of ATXN expression; HEK-293 ATXN2-luciferase reporter, luminescence, 24 h; Potency, µM (top dose mostly 57 µM), for the others: top-dose activity change, negative = inhibition, most hits filed as inhibitors; hit rate 0.72% among 360,000; AID 1745845, 2022; also: potency is read from the fitted curve at half-maximal effect; % is scaled to controls: 0 for no effect and ±100 for the full control effect; nearly all actives have a fitted effect of over 55% in size
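qHTS (up to 57 uM final) was run with 24 h compound exposure of reporter cells at 37 °C. Each well was multiplexed: SteadyGlo luminescence measured ATXN2-luciferase expression after a fluorogenic Gly-Phe-AFC viability readout (25 uM final).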
A549 viability – Nrf2 qHTS screen for inhibitors: counterscreen for cytotoxicity | A549 ARE-Fluc cells, CellTiter-Fluor viability, 18-24 h | Potency, µM (series often up to 46 µM), inactives show at the top dose activity change, negative = cytotoxicity, usual class: inhibitors | hit rate 0.16% among 390,000; also: potency is read from the fitted curve at half-maximal effect; % is scaled to controls: 0 for no effect and ±100 for the full control effect
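Cytotoxicity counterscreen: CellTiter-Fluor fluorescence was measured in A549 ARE_Fluc cells after 18-24 h of compound exposure in a concentration series. The subsequent BugLite luminescent read reports ARE-luciferase activity.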
Nrf2 ARE act – qHTS of Nrf2 Activators. AREc32 ARE-luciferase reporter (MCF7-derived line), luminescence, 24 h. Potency, µM (series often up to 46.1 µM), inactives show at the highest dose activation, actives largely listed as activators. hit rate 0.31% among 410,000. AID 624171, 2012; also: potency is read from the fitted curve at half-maximal effect; % of control where 0% means no effect; nearly all actives have a fitted effect of over 65% in size
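Steps: seed AREc32_Fluc cells (1000/well, 5% FBS OPTI-MEM); incubate overnight at 37 deg C; add 23 nL compound; incubate 24 hr; add Steady-Glo; hold 30 min RT; read luminescence.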
IL2 activator – qHTS of IL-2 Activators; IL-2 activation reporter assay, cell-based qHTS; stimulated with anti-CD3/CD4/CD28 beads; in transgenic mouse T cells; activation, % (series mostly up to about 46 µM); hit rate 0.065% among 360,000; in the data active = activation above about 50%; inconclusive = mostly about 30% to 49%; also: 0% is about no effect
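Unstimulated transgenic mouse T cells preincubated 60 min with compound, then stimulated with anti-CD3/anti-CD4-coated beads plus anti-CD28 for 18 h at 37 degrees C. IL-2 response read as EGFP and DsRed fluorescence by plate cytometry.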
EPAC2 ag – qHTS for Agonist of cAMP-regulated guanine nucleotide exchange factor 4 (EPAC2): primary screen; Rap guanine nucleotide exchange factor 4 (Homo sapiens), Q8WZA2; EPAC2 activation, biochemical qHTS; response scale: 100% = 6.5 mM cAMP response; Potency, µM (highest dose often 154 µM), inactives show at the highest dose activation, actives largely listed as activators; hit rate 0.079% among 360,000; AID 720711, 2013; also: potency is read from the fitted curve at half-maximal effect; nearly all actives have a fitted effect of over 50% in size
Target sequence (Q8WZA2 whole entry, looked up): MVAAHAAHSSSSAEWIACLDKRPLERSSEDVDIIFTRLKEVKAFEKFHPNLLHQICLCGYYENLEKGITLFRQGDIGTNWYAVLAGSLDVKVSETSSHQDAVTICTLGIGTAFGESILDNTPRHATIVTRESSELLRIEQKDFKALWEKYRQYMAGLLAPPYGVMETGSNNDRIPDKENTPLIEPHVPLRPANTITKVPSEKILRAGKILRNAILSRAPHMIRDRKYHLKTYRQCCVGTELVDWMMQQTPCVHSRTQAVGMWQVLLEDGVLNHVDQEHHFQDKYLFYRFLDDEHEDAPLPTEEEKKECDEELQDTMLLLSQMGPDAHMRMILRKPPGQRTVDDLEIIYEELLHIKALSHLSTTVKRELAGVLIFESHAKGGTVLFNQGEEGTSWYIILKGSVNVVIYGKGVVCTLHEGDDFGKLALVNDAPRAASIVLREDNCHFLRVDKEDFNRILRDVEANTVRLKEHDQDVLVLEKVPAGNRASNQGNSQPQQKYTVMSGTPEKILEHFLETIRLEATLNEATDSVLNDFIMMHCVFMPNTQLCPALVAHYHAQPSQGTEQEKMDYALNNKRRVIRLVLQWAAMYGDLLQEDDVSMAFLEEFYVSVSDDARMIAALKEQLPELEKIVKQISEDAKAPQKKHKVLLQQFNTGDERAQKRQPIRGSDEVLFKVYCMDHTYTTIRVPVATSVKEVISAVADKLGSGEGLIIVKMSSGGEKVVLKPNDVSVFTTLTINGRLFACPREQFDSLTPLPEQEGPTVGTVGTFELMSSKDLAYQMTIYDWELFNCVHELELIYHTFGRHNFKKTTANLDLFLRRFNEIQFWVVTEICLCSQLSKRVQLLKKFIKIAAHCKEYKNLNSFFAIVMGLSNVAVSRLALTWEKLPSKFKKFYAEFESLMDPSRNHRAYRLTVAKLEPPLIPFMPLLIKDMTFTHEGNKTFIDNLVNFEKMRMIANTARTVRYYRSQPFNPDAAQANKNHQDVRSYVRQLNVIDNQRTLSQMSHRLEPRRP
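qHTS, titration series. 100 nM EPAC2 / 250 nM Rap1B-BODIPY-GDP / 50 uM GDP; RT; ex 480/em 540 nm, 5-min reads to 30 min. Norm. to 6.5 mM cAMP = activation.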
HepG2 viability – qHTS for Inhibitors of TGF-b: Cytotox Counterscreen; HepG2 CAGA-GFP viability, ATP luminescence, 18 h; Potency, µM (top dose mostly 46.1 µM), for inactives: at the highest dose activity change, negative = cytotoxicity, actives largely listed as cytotoxic; hit rate 0.76% among 410,000; also: potency is read from the fitted curve at half-maximal effect; some results filed as inactive show a strong effect at the top dose
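HepG2 CAGA-GFP cells (1000/well, DMEM with 1% FBS) received compound, then TGF-beta at 500 pg/mL final, and were incubated 18 hours at 37 degrees C. Viability was read by CellTiter-Glo luminescence. Media-only wells were set as complete cell-killing and DMSO as no toxicity.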
TGFb SMAD3 inh – qHTS for Inhibitors of TGF-b. hit rate 1.2% among 410,000. HepG2 CAGA-GFP TGF-b/SMAD3 reporter, GFP fluorescence, 18 h; TGF-beta stimulated, 500 pg/mL final. AID 588855, 2011. Potency, µM (doses to about 46.1 µM), inactives show top-dose activity, negative = inhibition, hits mostly inhibitors; also: potency is read from the fitted curve at half-maximal effect; % is scaled to controls: 0 for no effect and ±100 for the full control effect; nearly all actives have a fitted effect of over 65% in size
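Smad-responsive CAGA-GFP expression was quantified in HEPG2 cells exposed to compounds and 500 pg/mL final TGF-beta for 18 h at 37 degrees C; unstimulated wells defined full inhibition.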
Nrf2 block – Nrf2 qHTS screen for inhibitors | A549 ARE-Fluc reporter, luciferase luminescence, 18-24 h | Potency, µM (top dose mostly 46 µM), for the others: top-dose activity change, negative = inhibition, most hits filed as inhibitors | hit rate 2.1% among 360,000 | AID 504444, 2011; also: potency is read from the fitted curve at half-maximal effect; % is scaled to controls: 0 for no effect and ±100 for the full control effect; nearly all actives have a fitted effect of over 60% in size
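Quantitative HTS in A549 cells stably bearing an antioxidant response element-firefly luciferase construct. Inhibition of Nrf2-driven transcription was scored by luminescence after 18-24 h of compound exposure at 37 °C.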
* marks the source's active call; other numbers are inactive results; i = inactive; ? = inconclusive; nt = not tested or not shown; [ ] = another dose, or the depositor's remark. Unless noted, calls follow the shape of the dose curve; as a rule, active = well fitted curve in the direction sought with a large enough effect; inconclusive = small, poorly fitted or top-dose-only effect, or another doubt; inactive = no such curve, though single readings can be large; an effect the other way counts as inactive or inconclusive.

Fields: ATXN viability, ATXN2 expr inh, A549 viability, Nrf2 ARE act, IL2 activator, EPAC2 ag, HepG2 viability, TGFb SMAD3 inh, Nrf2 block
1) COc1cc(C(=O)NCCC(=O)N2CCC3(CC2)NCCc2[nH]cnc23)cc(OC)c1OC
 : i, nt, -1%, -0.7%, 0.3, 2%, 1%, 7%, ?
2) O=S(=O)(SC1=NCCN1)c1ccccc1
 : ?, 5%, 0%, -0.6%, 1.3, -2%, 8%, -5%, 1%
3) CCOc1ccc(NC(=O)N2CCC(n3c(=O)[nH]c4ccccc43)CC2)cc1
 : i, 4%, -10%, -0.9%, -0.1, -1%, -20%, -14%, -14%
4) CCC(OC(=O)c1cc2sccc2n1C)C(=O)NCc1ccco1 (stereo not given)
 : i, -9%, -1%, 8.9%, 1.0, -1%, -17%, -16%, -17%
5) COc1cc(/C=C2/C(=O)NN(c3ccccc3)C2=O)cc(Br)c1O
 : i, nt, 14%, 0.3%, 0.5, -1%, -6%, -3%, 0%
6) CCn1c(SCc2ccccc2Cl)nc(=O)c2c(C(=O)OC)cc(C3CC3)nc21
 : nt, nt, -5%, -3.9%, nt, nt, -64%, ?, nt
7) O=C(O)C(C1CCCCC1)C1(O)CCCC1 (stereo not given)
 : i, 5%, -7%, -1.4%, 0.0, 5%, -77%, 1%, 0%
8) CCCCC(=O)Nc1nnn(CCC)n1
 : i, 3%, 5%[1.84 µM], 0.3%, -1.2, 1%, -11%, 19%, -24%
9) N#C/C(=C/c1cn(CC(=O)O)c2ccccc12)C(=O)Nc1ccccc1
 : i, -35%, -3%, 0.1%, 0.5, -1%, -5%, 8%, -9%
10) OCCOCCOc1ccc(-c2nn[nH]n2)cc1
 : i, 3%, 1%, -0.3%, -1.1, 7%, -7%, 1%, -22%
11) Cc1ccc2cccc(NC(=O)COc3ccccc3Cl)c2n1
 : i, 5%, 11%, 10%, nt, nt, -26%, ?, ?
12) CCOC(=O)N1CCN(C(=S)NC2CCCCC2)CC1
 : i, 6%, -3%, 0.2%, 3.6, -4%, -5%, ?, 8%
13) CCCNC(=O)C1(C)CCN1C(=O)C/C=C/c1ccccc1 (stereo not given)
 : i, 12%, nt, -0.1%, 0.7, 3%, 0%, 9%, nt
14) Cc1cccc(N2C(=O)CC(NNc3nc4ccccc4s3)C2=O)c1 (stereo not given)
 : nt, nt, 15%, 0.6%, 0.2, 4%, 1%, -14%, 2%
15) O=C(OCCN1C(=O)c2ccccc2C1=O)c1cc(S(=O)(=O)N2CCOCC2)ccc1F
 : i, -1%, -13%, -0.7%, -1.7, -1%, -12%, -6%, 9%
16) COc1cccc(-c2noc(CCCC(=O)Nc3ccc(C(N)=O)cc3)n2)c1
 : i, nt, 1%, -0.5%, -0.8, 3%, 2%, -10%, ?
17) COc1ccccc1N1CCN(C2CC(=O)N(c3cccc(Cl)c3)C2=O)CC1 (stereo not given)
 : i, -6%, -3%, 0.5%, 3.1, 4%, 3%, 4%, 1%
18) Cc1ccccc1-c1nc(NCCN(C)C)nc2ccsc12
 : i, 6%, nt, 2.6%, -0.4, 0%, -4%, 13%, nt
19) O=C1CCc2cc(S(=O)(=O)NCCc3ccccc3)cc3c2N1CC3
 : i, 7%, -17%, 0.3%, -1.6, -3%, 6%, -19%, ?
20) CCOc1ccc(NC(=O)N2CCCC2C(=O)NCC2CCCO2)cc1 (stereo not given)
 : i, 0%, 3%, -0.7%, 1.8, 1%, -10%, -7%, -1%
21) O=C1C2=C(CCCC2)C(=O)N1CNc1ccccc1
 : i, nt, ?, 0.3%, 1.0, 4%, -19%, -7%, ?
22) O=c1[nH]c(-c2ccccc2)nc(-c2ccccc2)c1Cl
 : i, 1%, 1%, 0.2%, -3.8, -3%, 4%, 15%, -1%
23) Cn1nc(-c2ccccc2)cc1NC(=O)c1cccs1
 : i, 0%, -5%, 0.6%, 1.0, 5%, 0%, -6%, -5%
24) O=C(CSc1nccn1-c1ccccc1)N1CCc2ccccc21
 : i, 38%[activator], 15%, 2.5%, -0.9, -2%, -4%, 1%, nt
25) CCCCN1C(=O)C(=O)N(CC(=O)c2cc(C)n(C3CC3)c2C)C1=O
 : i, 52%[activator], -13%, -0.3%, 2.3, 3%, -3%, -10%, 5%
26) COc1ccc(OCC(=O)Nc2ccc(C)cc2)cc1
 : i, 24%, 1%, 0.2%, -0.3, 6%, 6%, 15%, 20%
27) CCOC(=O)c1c(/N=C/c2cccc([N+](=O)[O-])c2O)sc(C)c1C
 : ?, 3%, ?, 9.1%, -0.1, -6%, -2%, -13%, -1%
28) Cc1ccc2c(c1)C(=O)CC(c1ccc3c(c1)OCCO3)O2 (stereo not given)
 : i, 0%, -1%, 0.8%, 0.5, 18%, -25%, 2%, 16%
29) CC(C)(C)n1nnnc1CN1CCN2CCCC2C1 (stereo not given)
 : i, 22%, -10%, 0.0%, -1.0, 6%, 7%, -16%, -5%
30) O=C(Cc1ccsc1)NNC(=O)c1cccc(Cl)c1
 : i, -3%, 5%, -0.2%, -0.1, 5%, 0%, -6%, -4%
31) CN(C)C(=O)COc1ccc2cc(-c3ccccc3)c(=O)oc2c1
 : i, 22%, 2%, 0.2%, -0.6, 0%, -17%, 13%, 26%
32) CN(C)CCn1c(COc2ccccc2)nc2ccccc21
 : i, 7%, -1%, -1.0%, 0.9, 4%, 4%, 36%, ?
33) CCCCOc1ccc(CN2CCCCC2)cc1
 : i, 7%, -3%, 0.4%, -1.1, 6%, 0%, -12%, 9%
34) CN(Cc1cccc2cnccc12)C(=O)CCc1nnc(CCc2ccccc2)o1
 : i, 18%, 2%, 3.6%, -2.1, 14%, -9%, ?, 1%
35) CC(C)c1nc2cc(C(=O)N(C)C3CCOCC3)ccc2o1
 : i, 34%, -7%, 1.6%, -2.5, 5%, 17%, 9%, 11%
36) COc1ccc([C@H]2N[C@]3(CCCN(Cc4ccco4)C3=O)[C@H]3C(=O)N(Cc4ccccc4)C(=O)[C@@H]23)cc1
 : i, 6%, nt, -0.2%, -0.3, 10%, -19%, 1%, nt
37) Cc1ccc(-c2cc(C(F)(F)F)n3nc(C(=O)Nc4ccc(Cl)c(C(F)(F)F)c4)cc3n2)cc1
 : i, -1%, -10%, -0.5%, nt, nt, -3%, 0%, 1%
38) CN(C)S(=O)(=O)c1c(Cl)cccc1Cl
 : i, 4%, 4%, -0.6%, 2.6, -1%, -1%, 11%, 7%
39) CCCCC(=O)OC1=C(C(=O)c2ccccc2)N(C)S(=O)(=O)c2ccccc21
 : i, -27%, ?, 3.4%, nt, nt, -31%, 18µM*, ?
40) Cc1cccc(C(=O)Nc2ccc3nc(SCC(=O)N4CCCC4)sc3c2)c1
 : nt, nt, -19%, 5.8%, nt, nt, -34%, 0%, 18µM*
41) COC(=O)CCCCCN1C(=O)NC(c2ccc(-c3ccccc3)cc2)C(C(=O)OCc2ccccc2)=C1C (stereo not given)
 : i, 7%, -4%, -0.7%, -0.2, 6%, 7%, 14%, ?
42) O=C(Nc1nccs1)c1ccc2ccccc2c1
 : ?, -22%, 0%, 14%, 0.1, 13%, -41%, ?, ?
43) Cc1csc(NC(=O)CN2C(=O)c3ccccc3C2=O)c1C(N)=O
 : i, nt, -2%, -0.6%, 0.1, 8%, -19%, -1%, 8%
44) Cc1cc(NC(=O)c2nn(C)c(C)c2Br)no1
 : i, -2%, 7%, 0.5%, -1.0, 1%, 2%, 17%, ?
45) CNCCCOc1cc(C)cc(C)c1C
 : i, ?, ?, 0.1%, -0.5, 7%, -16%, 1%, -5%
46) Nc1o[nH]c(=O)c1Cc1ccccc1
 : i, nt, -11%, 0.0%, -3.0, -1%, -14%, 1%, -1%
47) O=C(NC1CCCCC1)c1cnn2c(C(F)(F)F)cc(-c3ccco3)nc12
 : i, 29%, -6%, 4.1%, -0.8, 14%, -26%, 0%, nt
48) COCCNc1nnc(SCC(=O)NNC(=O)c2ccccc2)s1
 : i, nt, 3%, -0.1%, -0.4, -5%, 7%, -1%, -13%
49) CCOC(=O)n1c(=O)n(Cc2ccc(F)cc2)c2ccccc21
 : i, -18%, -7%, -0.7%, -3.4, 6%, 0%, 4%, -5%
50) Cc1cc(N2CCN(S(=O)(=O)c3ccc(Br)cc3)CC2)n2ncnc2n1
 : i, -2%, -4%, -0.3%, -0.2, 3%, 2%, 23%, ?
51) Cc1ccc(-c2c(C(=O)N/N=C/c3sccc3C)nnn2-c2nonc2N)cc1
 : i, nt, -14%, 0.2%, -0.7, 20%, -25%, -27%, ?
52) COc1ccc(-c2noc(Cn3cc(S(=O)(=O)N4CCCC4)ccc3=O)n2)cc1
 : i, -7%, -9%, 3.7%, 4.5, -2%, -35%, 5%, -25%
53) Cc1ccc(-n2c(=O)[nH]c3c(C(N)=O)nc(-c4ccc(C)o4)nc32)cc1
 : i, -4%, -6%, 2.9%, 0.0, -16%, -87%, ?, ?
54) O=C(CN(C(=O)c1csnn1)c1ccccc1F)NCc1ccc2c(c1)OCO2
 : i, -4%, -1%, -0.4%, 0.2, 1%, 1%, 26%, ?

Marked active in TGFb SMAD3 inh, of those listed so far:
no.	structure	IL2 activator	EPAC2 ag	TGFb SMAD3 inh	Nrf2 block
39	CCCCC(=O)OC1=C(C(=O)c2ccccc2)N(C)S(=O)(=O)c2ccccc21	nt	nt	18µM*	?
